PERK inh: block of dimerizer-induced PERK translation repression, primary screen, PERK inhibitor project, CHO PERK-DD cells, SEAP luminescence, HTS. CHO PERK-DD fusion, SEAP luminescence translation reporter. 0.17% of 220,000 active. Eukaryotic translation initiation factor 2-alpha kinase 3 (Homo sapiens), Q9NZJ5. inhibition, % at 5.6 µM;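 active = inhibition above the mean inhibition of all tested compounds plus 3 SD, set separately per screening campaign, cut at about 2.9% in these data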;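 also: PERK kinase domain activated by AP20187 dimerizer at 100 nM; 0% = DMSO with dimerizer and 100% = rapamycin at 8.4 µM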
Runt-CBFb FRET: inhibitors of RUNX1 Runt–CBFb binding, primary screen, biochemical, FRET, Cerulean-Runt, Venus-CBFb, uHTS; Runt-related transcription factor 1 (Homo sapiens) + Core-binding factor subunit beta …; Cerulean-Runt/Venus-CBFb FRET ratio 530/480, 1 h; inhibition, % at 20 µM; 0.46% of 220,000 active; AID 1496, 2009;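 active = inhibition over about 50% at 20 µM in the single-dose screen, limit read from the data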;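 also: 0% = DMSO wells and 100% = excess unlabeled CBFb competitor control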
Target sequence (Q01196 whole entry, looked up): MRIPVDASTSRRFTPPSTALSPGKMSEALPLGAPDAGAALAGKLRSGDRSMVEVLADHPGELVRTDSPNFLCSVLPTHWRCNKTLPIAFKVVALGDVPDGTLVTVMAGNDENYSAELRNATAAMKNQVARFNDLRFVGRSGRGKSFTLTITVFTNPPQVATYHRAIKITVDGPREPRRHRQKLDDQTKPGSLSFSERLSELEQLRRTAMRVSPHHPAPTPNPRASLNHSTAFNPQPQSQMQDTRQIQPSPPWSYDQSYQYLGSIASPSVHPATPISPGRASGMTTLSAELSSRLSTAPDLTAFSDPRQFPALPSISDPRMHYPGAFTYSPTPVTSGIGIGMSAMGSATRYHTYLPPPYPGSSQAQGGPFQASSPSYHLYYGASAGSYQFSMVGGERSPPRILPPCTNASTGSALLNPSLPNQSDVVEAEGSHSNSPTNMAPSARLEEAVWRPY
Target sequence (Q13951 whole entry, looked up): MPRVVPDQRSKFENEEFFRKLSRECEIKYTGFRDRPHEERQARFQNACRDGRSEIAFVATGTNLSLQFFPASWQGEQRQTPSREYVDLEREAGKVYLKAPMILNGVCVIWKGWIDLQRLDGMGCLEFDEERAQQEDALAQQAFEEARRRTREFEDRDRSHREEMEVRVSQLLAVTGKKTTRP
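Schedule: protein complex preformed 1 h, compound exposure 1 h, room temperature, dark; test system: Cerulean-labeled Runt domain protein; amount: 100 nM per protein; buffer or medium: Tris 50 mM pH 7.5, KCl, K2SO4, 0.01% BSA; read-out: loss of energy transfer signal; detection: FRET fluorescence; controls: 5 µM unlabeled CBFb as full-inhibition high control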
Runt-SMMHC FRET: inhibitors of RUNX1 Runt–CBFb-SMMHC binding, primary screen, biochemical, FRET, Cerulean-Runt, Venus-CBFb-SMMHC, uHTS. Runt-related transcription factor 1 (Homo sapiens) + Core-binding factor subunit beta …. Cerulean-Runt/Venus-CBFb-SMMHC FRET ratio 530/480, 1 h. inhibition, % at 20 µM. 0.74% of 220,000 active;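 active = mean inhibition across duplicate retests at 20 µM reaching about 50%, limit read from the data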;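 also: 0% = DMSO wells and 100% = wells with excess untagged CBFb-SMMHC; inhibitors lower the FRET ratio by blocking Runt binding to CBFb-SMMHC; some results filed as inactive read as strong as hits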
Hck Nef HTS: inhibitors of Nef-activated human Hck kinase, primary screen, biochemical, Z-Lyte FRET, 384-well, Hck-YEEI; 0.68% of 220,000 active; inhibition, % at 20 µM; Recombinant Hck-YEEI plus Nef, Z-Lyte FRET kinase assay;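 active = Hck-Nef kinase inhibition above about 50%, limit read from the data; inactive = inhibition below that limit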;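 also: 0% = DMSO with Hck plus Nef and 100% = Hck alone without Nef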
PGE2 EP2 inh: human EP2 receptor antagonists, primary screen, TR-FRET cAMP, C6 glioma cells | Prostaglandin E2 receptor EP2 subtype (Homo sapiens), P43116 | C6 glioma cells expressing human EP2; cells stimulated with saturating PGE2 | inhibition, % at 25 µM | 0.52% of 260,000 active;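 active = percent inhibition above 40 after rounding to a whole number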;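 also: rat C6 glioma host cells with rolipram phosphodiesterase inhibitor present; the protocol text gives 20 µM as final concentration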
zVAD death inh: inhibitors of zVAD-triggered necroptosis, primary screen, L929 cells; L929 zVAD necroptosis rescue, ATP luminescence, 24 h; with zVAD 60 µM; viability rescue, % at 10 µM; 0.38% of 220,000 active; AID 1377, 2008;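 active = activation, scaled between plate controls, above about 75%, limit read from the data; inactive = activation under that limit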;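 also: 0% = zVAD with DMSO and 100% = DMSO alone without zVAD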
EP2 mod: EP2 receptor modulators, cAMP readout, primary screen, cell-based, HTRF cAMP, PGE2 stimulation | EP2-expressing cells, cAMP HTRF FRET, PGE2 co-stimulation | induction, % at 25 µM | 0.83% of 260,000 active;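 active = compounds whose cAMP rise, as percent of the full-agonist control response, exceeds 60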;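 also: rat C6 glioma line stably carrying human EP2 under a CMV promoter; the protocol text gives 20 µM as final concentration; 100% = response of wells given 1 µM PGE2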
TNF necrop inh: inhibitors of TNF-alpha triggered necroptosis, primary screen, cell-based, Jurkat FADD-/-, single concentration; Jurkat FADD-/- TNF necroptosis rescue, ATP luminescence, 24 h; 0 = TNF only, 100 = no-TNF cells; 0.068% of 220,000 active; activation (protection from cell death), % at 10 µM; AID 463075, 2010;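 active = activation, meaning protection from cell death, of at least 50% relative to plate controls; inactive = activation below 50%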;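 also: necroptosis triggered by 40 ng/mL TNF-alpha added together with compound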
RBBP9 inhibitor: human RBBP9 inhibitors, primary screen, biochemical, fluorescence polarization, FP-Rh probe, HTS | inhibition, % at 7.94 µM | AID 1515, 2009 | recombinant RBBP9 | Serine hydrolase RBBP9 (Homo sapiens), O75884 | 0.2% of 220,000 active;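 active = inhibition above the campaign mean of all tested compounds plus 3 SD, cut at about 14% in these data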;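 also: plate controls were DMSO wells with RBBP9 for no effect and wells lacking RBBP9 protein for full effect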
Target sequence (O75884 whole entry, looked up): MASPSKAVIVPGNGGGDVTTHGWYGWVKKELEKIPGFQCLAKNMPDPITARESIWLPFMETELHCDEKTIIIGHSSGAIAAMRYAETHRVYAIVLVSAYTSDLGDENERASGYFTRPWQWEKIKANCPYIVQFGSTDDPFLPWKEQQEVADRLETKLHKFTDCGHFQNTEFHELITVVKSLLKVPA
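Controls: DMSO-treated enzyme wells and wells lacking RBBP9 | Material: RBBP9 protein | Technique: Fluorescence polarization | Replication: Single well per compound, no replicates | Buffer or medium: Tris-NaCl-Pluronic buffer, pH 8.0 | Timing: 30 min compound preincubation, 45 min probe labeling, 25 °C | Read-out basis: Percent inhibition from mP, scaled between DMSO and no-protein wells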
Numbers without * were called inactive; . = not tested or not shown. This is a subset (hit frequency here may not be typical).

SMILES	PERK inh	Runt-CBFb FRET	Runt-SMMHC FRET	Hck Nef HTS	PGE2 EP2 inh	zVAD death inh	EP2 mod	TNF necrop inh	RBBP9 inhibitor
COc1ccc(Br)cc1CN1CCN(CCO)CC1	-0.1	0	1	1	8	-0.4	16	-2.1	-3
COc1ccc(CN2C(=O)CC(=O)NC2=O)cc1	0.5	1	0	4	6	1.4	-5	0.0	-3
C=CCN1C(=O)/C(=C/c2cc(C)n(-c3ccccn3)c2C)C(=O)NC1=S	0.6	3	0	1	16	0.8	-93	-2.8	-8
Cc1cccc2c1=NC(=O)/C(=C/c1c(O)[nH]c(=O)[nH]c1=O)C=2	0.0	28	6	36	5	0.9	18	-0.4	-4
COc1cc(Cn2c(N)c(C(=O)NCc3ccco3)c3nc4ccccc4nc32)cc(OC)c1OC	-1.1	8	34	67*	2	0.6	32	-1.9	-1
O=P(c1ccccc1)(c1nc2ccccc2s1)N1CCOCC1 (stereo not drawn)	-0.7	-3	0	-3	5	1.5	8	-0.8	-5
CC(C)OP(=O)(OC(C)C)C(O)c1ccccc1F (stereo not drawn)	0.9	-1	0	0	50*	0.5	2	0.4	-7
Fc1cccc(C2NCCc3[nH]cnc32)c1 (stereo not drawn)	0.1	0	-3	-2	3	-0.1	16	2.9	-8
COc1ccc(OC)c(C(c2c(O)c3ccccc3oc2=O)c2c(C)n(C)n(-c3ccccc3)c2=O)c1 (stereo not drawn)	0.7	-1	0	5	11	-0.3	26	-0.7	-4
C=C1C(=O)O[C@@H]2C[C@@H](C)[C@@H]3C=CC(=O)[C@@]3(C)[C@@H](OC(=O)CC(=O)O[C@H]3[C@@H]4C(=C)C(=O)O[C@@H]4C[C@@H](C)[C@@H]4C=CC(=O)[C@]43C)[C@H]12	.	13	0	28	166*	42	-44	-21	.
CCc1c(C)nc(N)nc1N1N=C1SCCOc1ccccc1	1.4	1	-8	5	9	-0.2	-3	0.7	11
Cc1ccc(NC(=O)CSc2nnc([C@@H](N)Cc3c[nH]c4ccccc34)o2)c(C)c1	-0.5	-1	-4	2	5	0.5	7	-3.9	-6
Cc1cc(C)n2nc(SC(C)C(=O)N3CCC4(CC3)OCCO4)nc2n1 (stereo not drawn)	0.0	-2	0	0	3	-0.3	30	0.5	0
CCOc1ccc(CC2C(=O)NC(=O)N(c3ccc(CC)cc3)C2=O)cc1 (stereo not drawn)	0.6	0	-2	1	17	0.0	-10	-0.3	-6
O=C(CN1CCOCC1)NCC(=O)Nc1ccc(Br)cc1C(=O)c1ccccc1	-0.7	1	2	0	11	0.0	7	-2.4	-9
CCN1C(=O)C(=Cc2ccc(C)s2)C(=O)N(CC)C1=S	0.0	2	11	35	19	.	-5	-20	-5
Cc1nn(Cc2ccccc2Cl)c(Cl)c1C(=O)O	0.1	0	1	-11	8	1.8	33	0.8	-7
COC(=O)C(O)(c1ccc(NC(=S)NC(=O)c2ccc(Cl)cc2Cl)cc1)C(F)(F)F (stereo not drawn)	-0.1	-1	5	1	3	0.5	0	4.1	-10
O=C(Cn1cc(C(=O)c2ccccc2)c2ccccc21)NCc1ccco1	-0.5	0	-3	0	17	-0.1	9	-4.3	-1
Cc1nc2ccc(Cl)cc2c(-c2ccccc2)c1C(=O)O	1.1	-1	2	-2	-2	-0.1	18	0.7	7
Cc1cc2c(s1)NC(=O)CN=C2c1cccs1	-0.6	-1	2	1	2	0.5	24	-1.5	-3
O=c1c2ccccc2nc(Cc2ccccc2)n1-c1ccccc1O	0.2	-2	1	20	9	-0.9	-9	1.5	-8
CC(=O)NC1CC2CCC(C1)N2 (stereo not drawn)	1.5	1	-1	0	7	0.5	6	-1.1	-1
c1ccc(CNCCc2ccc3c(c2)OCO3)nc1	0.3	2	1	6	13	0.6	14	0.4	-10
O=c1[nH]c(=S)n(Cc2ccc(F)cc2)c(O)c1C=NCc1ccc2c(c1)OCO2	1.2	2	3	25	8	0.8	31	-0.6	-11
(listing goes on)
SMILES	PERK inh	Runt-CBFb FRET	Runt-SMMHC FRET	Hck Nef HTS	PGE2 EP2 inh	zVAD death inh	EP2 mod	TNF necrop inh	RBBP9 inhibitor
O=c1[nH]c(=S)[nH]c(O)c1C(c1ccccn1)c1c(O)[nH]c(=S)[nH]c1=O	0.5	33	21	14	4	1.9	15	0.2	-7
Cc1cc(C=O)c(C)n1C1CCCCC1	0.0	0	0	1	10	0.2	-1	-0.4	6
CCCCCCOC(=O)c1ccccc1N	0.8	-1	4	-2	8	0.3	64*	0.7	-9
CC12CN3CCN(C1)CC(C)(C3)C2=NN	1.3	0	1	21	4	0.1	6	1.9	-3
c1cnc2c(c1)ccc1ncccc12	0.5	-2	1	34	4	1.8	6	1.8	4
N#CSCC(=O)N1c2ccccc2CCc2ccccc21	-0.1	21	9	10	6	0.3	-31	-5.3	-11
N=c1sccn1Cc1ccc(Cl)cc1Cl	0.4	-2	-3	3	4	-0.1	-8	4.6	-5
Fc1ccccc1N1CCN(Cc2c(F)cccc2F)CC1	1.4	0	-8	5	7	-0.2	13	-0.3	-7
COP(=O)(OC)C(NC(=O)/C=C/c1ccccc1)C(Cl)(Cl)Cl (stereo not drawn)	1.9	-2	-3	-3	5	-2.1	32	-0.7	-6
O=C(C1CC(=O)N(c2ccc(F)c(Cl)c2)C1)N1CCC2(CC1)OCCO2 (stereo not drawn)	-0.5	0	1	0	8	-0.5	34	-3.3	-3
O=C1CC(=O)N(c2cccc(Cl)c2)C(=O)N1	1.0	-6	-4	0	4	0.1	26	-2.6	-7
O=Cc1cn(Cc2cccc([N+](=O)[O-])c2)c2ccccc12	-0.6	-2	-5	1	2	0.3	-17	-5.4	4
O=C1CCN(C(=O)CCCn2c(=O)oc3ccccc32)CC1	-0.3	1	3	-2	7	2.4	34	-0.4	-1
COc1ccc(C(=O)N2CCOCC2)cc1S(=O)(=O)N1CCC(C)CC1	1.1	0	1	0	0	-0.1	-2	-0.8	-2
CCOC(=O)C1(CCc2ccccc2)CCN(Cc2cccc3c2OCO3)CC1	0.3	-4	3	2	6	-0.7	-8	0.1	-8
C1=C(c2c[nH]c3ccccc23)CCNC1	1.1	1	-2	11	10	-0.7	-29	-1.7	2
CC(O)CNc1ccc([N+](=O)[O-])c2cccnc12 (stereo not drawn)	0.2	-2	-8	5	5	0.7	-22	-0.8	-4
CCC(=NCCN1CCOCC1)c1c(O)n(C2CCCCC2)c(=O)[nH]c1=O	0.2	1	0	21	11	0.8	4	0.6	-10
C=CCn1c(O)c(/C(C)=N/N2CCCCCC2)c(=O)[nH]c1=O	-2.2	3	1	17	6	0.0	0	1.0	-6
O=C(COc1ccc(Br)cc1)N1CCN(Cc2ccncc2)CC1	0.5	1	1	3	5	0.8	-1	0.2	-3
O=c1[nH]c(O)c(C=Nc2ccccc2Sc2ccccc2)c(=O)[nH]1	0.4	-1	3	26	8	51	33	5.0	-6
NC1C2CN3CCN(C2)CC1(c1ccccc1)C3 (stereo not drawn)	-0.5	0	-10	0	13	1.2	11	1.7	-11
CCOc1ccc([N+](=O)[O-])cc1CNCCc1ccccc1	-1.1	-1	1	20	1	-0.2	47	2.8	-1
CCOC(=O)c1c(-n2c(C)cc(C=C3C(=O)NC(=O)NC3=O)c2C)sc2c1CCCC2	0.9	-21	-144	3	.	-0.3	-14	-10	6
CCOC(=O)CC1=C(C(=O)OCC)C2(C(=O)N1)C(C(=O)OC)=C(N)Oc1ccccc12 (stereo not drawn)	0.2	0	2	4	5	-0.5	-4	-1.1	-1
Remaining list, next part.
SMILES	PERK inh	Runt-CBFb FRET	Runt-SMMHC FRET	Hck Nef HTS	PGE2 EP2 inh	zVAD death inh	EP2 mod	TNF necrop inh	RBBP9 inhibitor
Cc1ccc(OP(=O)(O)Oc2ccc(C)cc2)cc1	1.0	.	.	-1	7	-0.1	.	-0.7	4
CN(CC(=O)Nc1ccccc1-c1ccccc1)C1CCCCC1	-0.5	-3	1	7	8	0.5	74*	-1.7	-4
CC1CCCN(c2ccc(C(=O)N3CCC4(CC3)OCCO4)cc2[N+](=O)[O-])C1 (stereo not drawn)	0.1	-4	0	15	-3	0.2	-24	-1.0	-9
COc1ccc(CCNC(=O)c2c(N)n(CCN3CCOCC3)c3nc4ccccc4nc23)cc1OC	-0.7	19	46	47	10	1.2	-17	0.3	0
CCCn1c(C)cc(C=O)c1C	1.0	-1	0	17	8	1.2	2	-0.5	-7
O=C1C=C2C=C[C@H]3C[C@]2(O1)[C@@H]1CCCCN13	1.1	-1	2	-2	10	-1.7	12	16	-7
Nc1nnc(P(c2ccccc2)c2ccccc2)s1	0.5	-1	2	16	15	0.2	-3	-2.3	-4
Cc1cc(S(=O)(=O)NCC(C)C)ccc1OCC(=O)N1CCN(Cc2ccccc2)CC1	-1.2	-1	-4	1	9	-0.3	-5	-2.5	-4
CS(=O)(=O)N1CCCC(C(=O)N2CCC3(CC2)OCCO3)C1 (stereo not drawn)	1.0	.	-5	2	5	0.3	29	-0.7	1
CCOC(C(=O)OCC(O)CN(CC)CC)(c1ccccc1)c1ccccc1 (stereo not drawn)	-1.0	-1	-70	1	18	-0.9	-27	1.1	2
Cn1c(O)c(C=NCCN2CCN(C(=O)Nc3ccccc3)CC2)c(=O)n(C)c1=O	1.6	-1	-1	4	7	-0.7	15	2.1	-6
O=C1C2CCN(CC2)[C@@H]1Cc1ccc2ccccc2c1O	0.3	0	-5	7	0	-0.5	-12	1.6	-2
O=Cc1cn(Cc2ccccc2[N+](=O)[O-])c2ccccc12	-1.1	-2	-1	-2	6	-1.4	-9	-7.8	-14
COCc1cc(OC(=O)N(C)C)nc(-c2ccc(C)c(Cl)c2)n1	0.9	-4	2	7	1	0.2	7	1.9	-8
CCCCN1C(=N)C(CC)(CC)C(=O)NC1=O	0.1	0	1	-2	5	0.3	7	1.0	-4
